Source: PubChem (Sanford-Burnham Center for Chemical Genomics)
Hsp70 inhibitors: Hsp70 inhibitors, probe displacement, primary screen, biochemical, fluorescence polarization (AID 583). Hsp70 fluorescence polarization probe displacement, mP; higher % means a stronger effect. one-dose displacement, % at 20 µM; IC50 in µM for titrated hits. hit rate 0.06% among 140,000; in the data active means displacement above about 50%;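 further: plate controls were vehicle for no effect and reference ligand for full effect; a part of the inactive calls stands beside numbers as strong as those of hits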
Rat MKP-3 inhibitors: inhibition of rat DUSP6 enzyme activity – biochemical, in vitro, primary screen (AID 425) | recombinant MKP-3 phosphatase activity, fluorescence; higher % means a stronger effect | inhibition, % at 20 µM, or IC50 in µM where a hit was titrated | hit rate 0.17% among 110,000; in the data active means inhibition above about 50%;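 further: plate controls were vehicle for no effect and reference inhibitor for full effect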
* hit, by the source's call; x = no result given; & = joins results of further samples. This is a subset; the hit share may differ from the screen's.

structure	Hsp70 inhibitors	Rat MKP-3 inhibitors
O=C(CSc1nnc(Cn2nnc3ccccc32)o1)Nc1cccc(Cl)c1	-0.4%	x
O=C(Nc1ccc2c(c1)C(=O)N(c1ccccc1)C2=O)c1ccco1	3.2%	3.4%
Cc1[nH]oc(=O)c1N=Nc1ccccc1C(F)(F)F	0.3%	-1.6%
Cn1nnc(NC(=O)CSc2nnnn2-c2ccc(F)cc2)n1	7.3%	-8.5%
COc1ccccc1CC(=O)Nc1ccccc1O	2.3%	x
Cc1cc(C(=O)OCc2nnc(-c3ccccc3)o2)c(C)n1-c1ccccc1	1.6%	0.2%
Cc1cc(NC(=O)c2ccco2)ccc1-n1cnnn1	0.4%	x
COc1ccc(N2CCN(CC(=O)N3CCC(C)CC3)CC2)cc1	1.7%	-9.2%
Cc1ccc(C(=O)ONC(=O)c2ccc(Cl)cc2)cc1[N+](=O)[O-]	-4.5%	-1.6%
Cc1cccc(Nc2n[nH]c(=S)s2)c1C	-1.5%	-1.1%
O=S(=O)(Nc1cccc(F)c1)c1ccc2ccccc2c1	-0.6%	0.0%
COc1ccc(CNCc2cccc(Oc3ccccc3)c2)cc1	3.7%	3.5%

The results go on.
structure	Hsp70 inhibitors	Rat MKP-3 inhibitors
Cc1ccc(S(=O)(=O)Nc2ccccc2C=Nc2c(C)n(C)n(-c3ccccc3)c2=O)cc1	-2.0%	3.3%
CCOC(=O)c1ccccc1NC(=O)N[C@@H](C)C(=O)OC	14.5%	x
Cc1cc(Cl)ccc1N1C(=O)CC(SCCC(=O)O)C1=O (centres undefined)	-2.4%	-4.2%
CCc1nccn1S(=O)(=O)c1ccc2ccccc2c1	9.1%&-3.8%	-10.8%&-0.5%
CCCCCCc1cc2cc(C(=O)NCc3ccccc3)c(=N)oc2cc1O	-13.8%	x
CN1C(=O)/C(=C\c2ccc(OS(=O)(=O)c3ccccc3[N+](=O)[O-])cc2)SC1=S	1.4%	3.9%
CC1CCCCC1NS(=O)(=O)c1ccc(S(=O)(=O)N2CCCC2)cc1 (centres undefined)	-3.1%	-4.5%
O=C(NCCCn1ccnc1)Nc1cccc2ccccc12	-3.2%	x
FC(F)(F)c1cc(-c2ccccc2)nc(NCc2cccnc2)n1	-8.4%	x
O=c1nc(N2CCOCC2)ccn1-c1nc(-c2ccccc2)oc1-c1ccccc1	-1.9%	-15.3%
Cc1onc(-c2ccccc2)c1C(=O)NC(CC(=O)O)c1ccc(OC(C)C)cc1 (centres undefined)	7.8%	-4.4%
Cc1ccc(-c2nnc(NC(=O)Nc3ccc(Cl)c(Cl)c3)s2)cc1	3.3%	-1.5%

The list continues:
structure	Hsp70 inhibitors	Rat MKP-3 inhibitors
Cc1nc2c(F)c(F)c(C(F)(F)F)c(F)c2[nH]1	4.3%	-14.6%
O=C1/C(=C/c2ccco2)SC(=S)N1c1cccc(C(F)(F)F)c1	4.6%	3.4%
Cc1ccc(S(=O)(=O)Nc2cccc3ncccc23)s1	-3.5%	-12.2%
Cc1cc(OCC(=O)NN)ccc1Cl	-1.8%	-0.8%
CCN1C(=O)/C(=C\c2cc(Cl)c(OCCOc3cccc(OC)c3)c(OC)c2)SC1=S	-6.2%	3.5%
COc1ccc(-n2c(=O)c3c4c(sc3n3c(=S)[nH]nc23)CCCC4)cc1	-4.4%	2.2%
CCN(CC)S(=O)(=O)c1csc(C(=O)Nc2ccccn2)c1	-3.6%	4.9%
CCCc1ncc(C(O)c2ccccc2OC)n1C (centres undefined)	-2.9%	0.8%
O=C1C2C3C=CC(C3)C2C(=O)N1c1ccc2c(c1)CCC2 (centres undefined)	0.3%	0.5%
Cc1nc2ncnn2c(N2CCN(c3cccc(C(F)(F)F)c3)CC2)c1C	1.6%	-7.7%
C[N+]1=C(CC(=O)Nc2ccccc2Cl)c2ccccc2CC1(C)C	3.6%	1.1%
COc1ccc(C2/C(=C(/O)c3ccccc3)C(=O)C(=O)N2c2cccc(Br)c2)cc1 (centres undefined)	-3.3%	-1.5%

Further records
structure	Hsp70 inhibitors	Rat MKP-3 inhibitors
COc1ccc(S(=O)(=O)N2CCOCC2)c(C)c1C	-1.9%	x
Cc1ccc(NC2=C(Cl)C(=O)N(c3ccc(Br)cc3)C2=O)c(C)c1	-2.8%	-2.4%
COc1ccc(-c2n[nH]c(=S)n2/N=C/c2sccc2C)cc1	0.4%	2.0%
O=c1oc2cc(OCc3ccc(Cl)cc3)ccc2c2c1CCCC2	2.9%	2.5%
CCOc1ccc(N2C(=O)C3ON(c4ccccc4)C(c4ccc(SC)cc4)C3C2=O)cc1 (centres undefined)	x	3.7%
COC(=O)CC1SC(=O)NC1=O (centres undefined)	-1.3%	-4.5%
COc1cc(C2C(C(C)=O)=C(O)C(=O)N2CCc2ccc(OC)c(OC)c2)ccc1O (centres undefined)	-3.6%	-5.2%
O=C(O)C1C(C(=O)Nc2ccccc2F)C2C=CC1C21CC1 (centres undefined)	1.7%	5.7%
O=C(Cc1cccs1)Nc1ccc(C(=O)O)cc1	13.7%	-1.9%
O=C(NC1(C(F)(F)F)NC(=O)N(C2CCCCC2)C1=O)c1cccs1 (centres undefined)	2.3%	-10.4%
Cc1c(N2C(=O)CSC2c2ccccc2)c(=O)n(-c2ccccc2)n1C (centres undefined)	2.1%	4.1%
CCc1nc2ccccc2n1CCC(=O)O	-4.4%	x

Following part.
structure	Hsp70 inhibitors	Rat MKP-3 inhibitors
COc1ccc(/C=C/C(=O)c2ccc([N+](=O)[O-])cc2)cc1	-1.8%	0.0%
CCCCC(=O)Nc1ncc(Br)s1	3.0%	-6.2%
O=C(Nc1ccc2c(c1)OCO2)Nc1cnccn1	0.6%	-6.5%
[O-]/[N+](=C/c1ccc(F)cc1)c1ccccc1	5.5%	19.2%
Cc1ccc(OCc2n[nH]c(=S)n2C2CCCCC2)cc1	1.8%	x
Cc1ccc2oc(C(=O)Nc3c(C)n(C)n(-c4ccccc4)c3=O)c(C)c2c1	-0.8%	-3.3%
C=C(C)CSc1nnc(-c2ccc(OC)c(OC)c2)n1N	-3.3%	-7.0%
Cc1cc(C)c2nc3s/c(=C\c4ccc(Br)cc4)c(=O)n3c2c1	-2.1%	-0.3%
COc1cccc(N2C(=O)/C(=C/c3cccc4ccccc34)SC2=S)c1	-1.2%	-0.3%
CCN=C1SC(CC(=O)Nc2ccccc2C#N)C(=O)N1CC (centres undefined)	-1.7%	3.0%
Cc1cccc(NC(=O)c2ccc(C(=O)Nc3cccc(C)c3)nc2)c1	-2.0%	-0.5%
O=C(Nc1cccc(Cl)c1)Nc1nc2ccc(Br)cc2s1	3.6%	0.1%

Later entries:
structure	Hsp70 inhibitors	Rat MKP-3 inhibitors
O=c1c2nnn(Cc3ccccc3)c2ncn1-c1ccccc1	0.3%	0.5%
O=C(O)c1ccc(NCc2cccs2)cc1	-1.4%	-7.0%
O=C(Cn1c(-c2cncs2)nc2ccccc21)NCCc1ccccc1	6.9%	-6.2%
OC1CCN(c2ncnc3nc[nH]c23)CC1	x	-2.0%
CCc1ncc(C(O)c2cccc3ccccc23)n1C (centres undefined)	-2.8%	3.1%
CC(C)(C)c1cc(CN2CCC(O)CC2)cc(C(C)(C)C)c1O	-0.9%	x
COc1ccc2cc(C3(C)NC(=O)N(CC(=O)NCc4ccco4)C3=O)ccc2c1 (centres undefined)	2.2%	-7.3%
CCOC(=O)NC(Nc1ncccn1)(C(F)(F)F)C(F)(F)F	1.0%	-5.4%
COc1ccc(C2C(C(=O)/C=C/c3ccccc3)=C(O)C(=O)N2CCCCCC(=O)O)c(OC)c1 (centres undefined)	-1.2%	4.9%
CCOC(=O)N1CCN(S(=O)(=O)c2ccc(C)cc2)C1c1ccccc1 (centres undefined)	9.2%	2.1%
CCOC(=O)c1ccc(N2C(=O)CSC23C(=O)Nc2ccccc23)cc1 (centres undefined)	0.7%	1.0%
CCNc1nnc(-c2ccc(C)cc2)o1	8.4%	-8.9%

4 consecutive compounds from above:
structure	Hsp70 inhibitors	Rat MKP-3 inhibitors
COc1ccc(C2C(C(=O)/C=C/c3ccccc3)=C(O)C(=O)N2CCCCCC(=O)O)c(OC)c1 (centres undefined)	-1.2%	4.9%
CCOC(=O)N1CCN(S(=O)(=O)c2ccc(C)cc2)C1c1ccccc1 (centres undefined)	9.2%	2.1%
CCOC(=O)c1ccc(N2C(=O)CSC23C(=O)Nc2ccccc23)cc1 (centres undefined)	0.7%	1.0%
CCNc1nnc(-c2ccc(C)cc2)o1	8.4%	-8.9%

Next structures:
structure	Hsp70 inhibitors	Rat MKP-3 inhibitors
Clc1ccc(-c2nnc3sc(-c4ccc(Br)o4)nn23)cc1	-0.3%	12.4%
COc1ccc2c(c1)nc(SCC(=O)c1ccc(OC)c(OC)c1)n2Cc1ccccc1	-0.1%	-0.1%
CCc1cccc(CC)c1NC(=O)CSc1nnc(C(C)C)n1CC	5.3%	-1.1%
COCCCN(C(C)=O)c1nc(-c2ccc(OC)cc2)cs1	-5.6%	-4.6%
CC1CCCN(C(=O)C2CCN(CCCc3ccccc3)CC2)C1 (centres undefined)	4.1%	-2.4%
COC(=O)c1c(NC(=O)c2cc(OC)c(OC)c(OC)c2)sc2c1C(C(=O)OC)CC2 (centres undefined)	-2.3%	1.3%
CCS(=O)(=O)N1CCC(C(=O)NCc2ccc(F)cc2)CC1	x	-4.1%
C=C(C)CNC(=S)Nc1ccccn1	0.6%	26.8%
COc1cc(CN2CCN(C(=O)c3cc(OC)c(OC)c(OC)c3)CC2)c([N+](=O)[O-])cc1OC	1.0%	0.9%
COc1cc(NC(=O)CSc2nnc(C)s2)cc(OC)c1	8.8%	2.6%
C=CCn1cc(C(=O)NCCCOCC)c(=O)c2cc(S(=O)(=O)N(CC)CC)ccc21	5.7%	-1.6%
Cc1cc(/C=C2/NC(=S)NC2=O)c(C)n1-c1ccc(Br)cc1	1.1%	2.2%

(next part)
structure	Hsp70 inhibitors	Rat MKP-3 inhibitors
CC1CC(C)CN(C(=O)C(NS(=O)(=O)c2ccc3c(c2)oc(=O)n3C)C(C)C)C1 (centres undefined)	-10.7%	-9.6%
c1cc(C2CCCCC2)ccc1Oc1nc(N2CCOCC2)nc(N2CCOCC2)n1	0.3%	-9.9%
Cc1nc(SCC(=O)NCc2ccc3c(c2)OCO3)c(C#N)c2c1CCCC2	-3.6%	0.4%
C=CCN1C(=O)/C(=C\c2ccc(I)o2)C(=O)NC1=S	0.9%	4.5%
CC(=O)c1ccc(N/C(=N/S(=O)(=O)c2ccc(Cl)cc2)c2ccccc2)cc1	6.3%	6.1%
COc1cc(C2Nc3cccc4cccc(c34)N2)cc(OC)c1OC(C)=O	-3.0%	2.8%
O=C(NCCCO)C(=O)NCCc1ccccc1	-2.4%	-6.2%
CCCn1nc(NC(=O)CC(C)C)c2cc3ccccc3nc21	-3.6%	-1.3%
COc1ccc(/C=N/NC(=O)CSc2n[nH]c(=O)[nH]c2=O)cc1	-0.4%	4.6%
COC(=O)c1c(-c2ccc(C)c(C)c2)csc1N	3.4%	3.2%
Cc1ccc(C2=CC(c3ccccc3)=N/C(=C(\C#N)C(N)=O)N2)cc1	3.8%	-2.4%
CCOc1ccc(CC(=O)NCc2cn3c(C)csc3n2)cc1	0.9%	0.6%

Later entries
structure	Hsp70 inhibitors	Rat MKP-3 inhibitors
CCOc1nc(OCC)nc(N2CCC(C)CC2)n1	-1.3%	2.1%
Cc1cnc(C(=O)Nc2ccc(C(=O)N(C)C3CCCCC3)cc2)cn1	2.0%	6.0%
O=C(O)c1cc(O)ccc1-c1ccc(O)cc1	1.9%&5.7%	4.2%&-0.4%
O=C(O)C1CCCCC1C(=O)Nc1ccccn1 (centres undefined)	1.5%&2.1%	-3.2%&-0.8%
CC1CCN(CC(O)COCCC23CC4CC(CC(C4)C2)C3)CC1 (centres undefined)	0.7%	x
COc1ccc(NC(=O)C2CC(c3cc(OC)c(OC)c(OC)c3)=NO2)cc1OC (centres undefined)	0.4%	5.3%
CCOC(=O)COc1ccc(/C=C2/C(=O)NN(c3cccc(Cl)c3)C2=O)cc1OC	2.9%	1.3%
Cc1cccc(CCNS(=O)(=O)c2ccc(S(=O)(=O)NC3CCCC3)cc2)c1	-1.7%	x
c1ccc2cc(OCCCN3CCCC3)ccc2c1	6.7%	2.0%
Cn1ncc(C#N)c1/N=C/N1CCCC1	1.1%	x
CCCCOc1ccc(C(=O)NC)cc1	-3.0%	-5.8%
Cn1ncc(Cl)c1C(=O)Nc1cc(C(F)(F)F)ccc1F	7.5%	x

(further entries)
structure	Hsp70 inhibitors	Rat MKP-3 inhibitors
CC(C)[C@H](NC(=O)OCc1ccccc1)C(=O)OCC(=O)NC1CCCCC1	1.2%	x
Cc1cccc(NC(=O)CS(=O)(=O)c2cn(C)c3ccccc23)c1	1.3%	-12.6%
Cc1cc(OC(C)C)nc(NCc2ccccc2)n1	-0.9%	x
Cc1ccc2nc(NC(=O)c3ccccc3)sc2c1	1.9%	1.9%
CC(NC(=O)Nc1ccc(F)cc1F)c1ccncc1 (centres undefined)	6.4%	-9.4%
CN(c1ccc(C(=O)N2CCCC2)cc1)S(=O)(=O)c1ccccc1	1.8%	3.1%
COc1ccccc1NC(=O)C1=C(C)Nc2ncnn2C1c1cccs1 (centres undefined)	x	-12.1%
CC(C)OCCCn1c(=NC(=O)c2ccncc2)c(C#N)cc2c(=O)n3ccccc3nc21	2.9%	-3.6%
Cc1ccc(NC2=NC(c3ccc(O)cc3)n3c(nc(C)cc3=O)N2)cc1 (centres undefined)	-3.0%	-7.5%
CC(C)NS(=O)(=O)c1ccc(OCC(=O)N2CCCC2)cc1	-0.3%	x
O=C(Cc1ccccc1)Nn1cnc2ccccc21	5.6%	1.0%
COC(=O)Nc1sc2c(c1C(=O)OC)CCCCC2	-2.0%	3.6%
CCC(=O)C1=C(N2CCOCC2)CC(C)(C)CC1=O	-2.5%	3.9%
